Compound activity deposited in PubChem BioAssay by several laboratories.
KCNK3 block: human KCNK3 channel inhibition, primary screen | CHO-KCNK3 thallium flux, FluxOR fluorescence; stronger effect = lower value | O14649 | 340,000 compounds, 0.84% hits | AID 602410 | B-score at 10 µM;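 active = B-score under library mean minus 4 SD, starting fluorescence ratio at most library mean plus 5 SD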;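 also: more negative B-score means stronger inhibition of thallium flux through KCNK3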
Target sequence (O14649 whole entry, looked up): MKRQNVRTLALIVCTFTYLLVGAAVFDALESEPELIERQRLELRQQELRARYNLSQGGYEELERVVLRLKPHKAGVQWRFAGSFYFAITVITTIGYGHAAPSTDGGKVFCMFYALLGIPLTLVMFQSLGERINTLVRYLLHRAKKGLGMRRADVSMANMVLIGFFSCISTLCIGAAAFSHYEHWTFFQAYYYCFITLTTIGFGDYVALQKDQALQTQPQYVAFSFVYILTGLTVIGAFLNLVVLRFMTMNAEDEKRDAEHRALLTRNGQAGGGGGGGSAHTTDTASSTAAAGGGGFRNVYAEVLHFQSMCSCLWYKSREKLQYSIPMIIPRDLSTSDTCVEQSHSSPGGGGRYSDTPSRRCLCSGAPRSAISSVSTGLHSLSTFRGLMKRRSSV
Dyrk1A ADPGlo: blocks rat Dyrk1A kinase activity. AID 504441. 310,000 compounds, 0.43% hits. ADP-Glo luminescence, NFATc1 peptide. inhibition, % at 12.5 µM; in the data active = inhibition above about 50%;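 also: plate controls were vehicle with enzyme for no effect and no enzyme for full effect; many of its hits are not listed in these tables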
* = called active by the depositor; i = inactive; nt = not tested or not shown. The list is partial; the hit share may differ from the screen's.

compound	KCNK3 block	Dyrk1A ADPGlo
CC1CC(C)CN(S(=O)(=O)c2ccc(C(=O)N(C)Cc3ccccc3)cc2)C1 (stereo not drawn)	i	nt
Nc1ncnc2c1ncn2[C@@H]1O[C@H](CNCc2cccc(C#Cc3ccccc3)c2)[C@@H](O)[C@H]1O	i	nt
CCN(CC(=O)Nc1c(F)cccc1F)C(=O)Cc1c[nH]c2ccccc12	i	nt
COc1ccccc1C(=O)NCC(=O)N1CCN(c2ncccn2)CC1	i	nt
Cc1nn(-c2ccccc2)c(C)c1C(=O)OC(C)C(=O)NC1CCCCC1C (stereo not drawn)	i	nt
O=C(COc1ccccc1[N+](=O)[O-])Nc1cccc(S(=O)(=O)N2CCCC2)c1	i	nt
CC(C)Cc1nnc(NC(=O)c2cccc(S(=O)(=O)N3CCOCC3)c2)s1	i	nt
Cc1noc(C)c1COc1ccc(C(=O)NCc2cccs2)cc1	i	nt
CN(c1ccccc1)S(=O)(=O)c1cccc(NC(=O)CCNC(=O)c2ccccc2)c1	i	nt
COc1ccc(-c2sc3ccc(OC)cc3c2-c2ccc(OC)nc2)cc1	i	nt
Cc1cccc(C)c1NC(=O)CN(C)C(=O)C1CC(=O)N(c2cccc3ccccc23)C1 (stereo not drawn)	i	nt
O=C(NCc1ccccc1)c1nncc(-c2ccccc2)n1	i	nt
CCc1cc2c(SCC(=O)Nc3ccc(NC(C)=O)cc3)ncnc2s1	i	nt
CCC(=N\NC(=O)COc1ccccc1OC)/C(CC)=N/NC(=O)COc1ccccc1OC	i	nt
CCOC(=O)Nc1ccc2c(COC(=O)C(NS(=O)(=O)c3ccc(Cl)cc3)C(C)O)cc(=O)oc2c1 (stereo not drawn)	i	nt
CC(=O)c1ccc(OCCCC(=O)OCC(=O)Nc2c(C)nn(-c3ccccc3)c2C)cc1	i	nt
CC(=O)c1c(C)[nH]c(C(=O)COC(=O)COc2ccccc2)c1C	i	nt
CN(C(=O)COC(=O)Cn1cnc2c1c(=O)n(C)c(=O)n2C)C1(C#N)CCCCC1	i	nt
O=C(OCC(=O)N1CCCC1)c1cc(=O)c2ccccc2o1	i	nt
CC1CCN(C(=O)COC(=O)/C=C/c2ccc(Br)o2)CC1	i	nt
CCOC(=O)c1cc2c(c(CCO)n1)[C@H](CCO)N(S(=O)(=O)C(C)(C)C)C2	i	nt
COc1cccc(CCC(=O)Nc2cccc(S(=O)(=O)N3CCCC3)c2)c1OC	i	nt
O=Cc1ccc(Cl)c(Cl)c1	i	nt
Nc1c(Cl)cc(C(=O)NC2CC2)cc1Cl	i	nt
CC(=O)Nc1c(C(=O)O)ccc(C)c1OCc1ccccc1	i	nt

The list continues.
compound	KCNK3 block	Dyrk1A ADPGlo
O=C(CN1C(=O)NC(Cc2c[nH]c3ccccc23)C1=O)Nc1ccc(Br)cc1F (stereo not drawn)	i	nt
CC(C)n1ncc2c(C(=O)Nc3ccc(S(C)(=O)=O)cc3)cc(C3CC3)nc21	i	nt
O=C1OCCN1C(=O)[C@H]1[C@H](c2ccc([N+](=O)[O-])cc2)C(c2cccc(Cl)c2)=NN1c1ccc(Br)cc1	i	-5
COc1cccc2c1C(=O)c1c(O)c3c(c(O)c1C2=O)CC(O)(C(C)=NNC(=O)c1ccc(Cl)c(Cl)c1)CC3OC1CC(N)C(O)C(C)O1 (stereo not drawn)	i	1
CC(CCN1CCN=C1N(C)C)c1ccccc1 (stereo not drawn)	i	9
CCN1C(=O)[C@H]2[C@@H](c3ccc(-c4ccc(F)cc4)c(OC)c3)N[C@@](Cc3ccccc3)(C(=O)OC)[C@H]2C1=O	i	5
COc1ccc([C@H]2CC(=O)C=C(c3cccc(NC(C)=O)c3)C2)cc1	i	5
O=C(CN1C(=O)NC2(CCCC2)C1=O)NCc1ccc(F)cc1	i	-5
COc1cccc(C(=O)NCCCc2ccccc2)c1OC	i	3
C[C@@H]1COC(=O)[C@@H](Cc2ccc(F)cc2)C/C=C\C[C@H](CC(=O)N(CCO)Cc2ccccc2)C(=O)N1	i	1
COc1ccc(NC(=O)CN(C)CC(=O)Nc2cccc(F)c2)cc1S(=O)(=O)N1CCCCC1	i	-6
O=C(CSc1ncnc2ccccc12)N1CCNC1=O	i	13
CCCN(C(=O)c1cc(C)ccc1C)c1c(N)n(Cc2ccccc2)c(=O)[nH]c1=O	i	-3
CCCCN(C(=O)C1=NN(c2ccccc2)C(=O)CC1)c1c(N)n(CC(C)C)c(=O)[nH]c1=O	i	5
COc1ccc2oc(C(=O)OC(C)C(=O)N3C(C)CCCC3C)c(C)c2c1 (stereo not drawn)	i	3
Cc1ccc(SCC(=O)NNC(=O)CNC(=O)c2ccc(Br)cc2)cc1	i	-5
N#Cc1ccccc1S(=O)(=O)N1CCN(Cc2c(O)ccc3ccccc23)CC1	i	5
CC[C@@H](C)[C@@H]1CN([C@@H](C)CN2CCC[C@H]2CN2C(N)=NC[C@H]2CC(C)C)C(=N)N1CCc1ccc(Cl)c(Cl)c1	i	6
CCCCCCCCNS(=O)(=O)CCNCc1ccccc1	i	11
O=C(NCCC(=O)N1CCN(S(=O)(=O)c2ccc(Cl)cc2)CC1)Nc1ccccc1	i	-8
C=CCc1cc(CN2CC(C)OC(C)C2)c(O)c(OC)c1 (stereo not drawn)	i	5
CN(C(=O)c1ccc(Cl)cc1)C1CCS(=O)(=O)C1 (stereo not drawn)	i	-13
CC[C@]12c3[nH]c4ccc(OC)cc4c3CCN1C(=O)C(CC(=O)NCc1ccco1)C[C@@H]2C(=O)N1CCN(C(=O)c2ccco2)CC1 (stereo partly drawn)	i	-10
O=C(COC(=O)Cn1nnc(-c2ccccc2)n1)Nc1cc(F)ccc1F	i	-1
COc1ccccc1CN(C)C(=O)c1ccccc1SCC(=O)N1CCCC1	i	1

New compounds follow.
compound	KCNK3 block	Dyrk1A ADPGlo
CN(Cc1ccccc1)S(=O)(=O)c1ccc(Cl)c(C(=O)N2CCC2)c1	i	-1
C[C@H](CO)N1C[C@H](C)[C@@H](CN(C)C(=O)NC2CCCCC2)Oc2ccc(NC(=O)NC3CCCCC3)cc2C1=O	i	8
CCN(C[C@H]1N[C@@](Cc2ccccc2)(C(=O)OC)[C@H]2C(=O)N(Cc3ccccc3)C(=O)[C@@H]12)S(=O)(=O)c1ccc(OC)cc1	i	-4
Cc1ccc(S(=O)(=O)N2CCC(C(=O)Nc3ncccc3O)CC2)cc1	i	0
COc1cccc(NC(=O)CN(C)S(=O)(=O)/C=C/c2ccccc2)c1	i	10
O=C1OCCN1C(=O)[C@H]1[C@H](c2ccc([N+](=O)[O-])cc2)C(c2ccccc2)=NN1c1ccccc1	i	-2
Cc1ccc(-n2c(C)cc(C(=O)OCC(=O)N3CCOCC3)c2C)cc1	i	6
Oc1[nH]c2ccccc2c1N=Nc1ccccn1	i	-9
COC(=O)c1c(-c2ccc(SC)cc2)sc2ccc(OC)cc12	i	-5
O=C(N/N=C/c1ccc(N2CCOCC2)cc1)c1ccncc1	i	0
CC(C)(C)S(=O)N1Cc2cn(Cc3ccccc3)c(=O)cc2[C@H]1CCO (stereo partly drawn)	i	0
Cn1c(N)c(C(=O)COC(=O)c2ccc(C(F)(F)F)cc2)c(=O)n(C)c1=O	i	-3
CC(NC(=O)c1ccc2c(c1)OCO2)c1cccc(C(F)(F)F)c1 (stereo not drawn)	i	-2
Cc1cccc(N2C(=O)C(Oc3ccc(Cl)cc3Cl)C2C=O)c1C (stereo not drawn)	i	-2
Cc1ccc(OCC(=O)OCC(=O)NC2CC2)cc1C	i	-3
COc1cc(/C=C/C(=O)NNC(=O)c2cccc(S(=O)(=O)N(C)C)c2)cc(OC)c1OC	i	14
COCCCn1c(SCC(=O)N2CCOCC2)nc2cc(Cl)ccc2c1=O	i	9
S=C(S)OC1CC2CC1C1CCCC21 (stereo not drawn)	i	3
CCN(c1ccc(NC(=O)COC(=O)C2CCN(c3ccc(C(F)(F)F)cn3)CC2)cc1)C(C)C	i	-1
O=C(NCC(=O)N1CCN(C/C=C/c2ccccc2)CC1)c1ccc(Br)cc1	i	3
CCOc1ccc(OCCC(=O)N(CC(C)C)c2c(N)n(Cc3ccccc3)c(=O)[nH]c2=O)cc1	i	3
CCN(CC(=O)Nc1ccc2c(c1)OCCO2)C(=O)CCc1ccccc1Cl	i	-1
CSCCC(NC(=O)COc1ccccc1)C(=O)N(C)CC(=O)Nc1ccc(C)cc1 (stereo not drawn)	i	1
Brc1cc2c(cc1C1OCCO1)OCO2	i	-3
CC(Sc1n[nH]c(-c2cccs2)n1)C(=O)N1CCCC1 (stereo not drawn)	i	2

3 successive compounds from above, for reference:
compound	KCNK3 block	Dyrk1A ADPGlo
O=C1OCCN1C(=O)[C@H]1[C@H](c2ccc([N+](=O)[O-])cc2)C(c2ccccc2)=NN1c1ccccc1	i	-2
Cc1ccc(-n2c(C)cc(C(=O)OCC(=O)N3CCOCC3)c2C)cc1	i	6
Oc1[nH]c2ccccc2c1N=Nc1ccccn1	i	-9

Continuation:
compound	KCNK3 block	Dyrk1A ADPGlo
COCCNc1nnc(SCC(=O)NC(=O)c2ccc(Cl)cc2)s1	i	3
O=C(COC(=O)c1cc[n+]([O-])cc1)Nc1ccc(Br)cc1	i	7
N#Cc1ccc(C(=O)OCC(=O)N2CCCCCC2)cc1	i	2
O=C(OCC(=O)N1CCCCC1)c1n[nH]c(=O)c2ccccc12	i	-3
CCCCN(C(=O)CSCc1ccc(C)cc1)c1c(N)n(Cc2ccccc2)c(=O)[nH]c1=O	i	-1
CCn1c(SCC(=O)N2CCCc3ccccc32)nc2c(c1=O)SC(C)C2 (stereo not drawn)	i	0
Cc1ccc(CN(C)C(=O)CSc2nnc3n2CCCCC3)c(C)c1	i	11
CC(=O)c1ccc(S(=O)(=O)N2CCN(C(=O)c3cccc(S(=O)(=O)N4CC(C)OC(C)C4)c3)CC2)cc1 (stereo not drawn)	i	5
CCOC(=O)[C@H]1[C@H]2COc3ccccc3[C@@H]2N2C(=O)c3cc(Br)ccc3NC(=O)[C@@]12C	i	6
Cn1c(SCC(=O)Nc2ccc3c(c2)OCO3)nnc1C(F)(F)F	i	-4
CCNC(=O)c1cccc(NC(=O)c2cc(C3CC3)nc3c2cnn3C(C)C)c1	i	10
O=C(O)C(CCc1ccccn1)c1ccccc1 (stereo not drawn)	i	4
CS(=O)(=O)c1ccc(C(=O)Nc2nc(-c3ccco3)c(-c3ccco3)s2)cc1	i	12
[O-]/[N+](=C/c1ccccc1)c1ccccc1	i	14
CN(Cc1cccs1)C(=O)CCNS(=O)(=O)c1ccc(Br)cc1	i	1
Cc1c(C(=O)NCc2ccccc2CN2CCCC2)oc2c(F)cccc12	i	0
Cc1ccc(Nc2nnc(SC(C)C(=O)NCC3CCCO3)s2)cc1 (stereo not drawn)	i	6
O=C(CCCn1c(=O)oc2ccccc21)NNC(=O)COc1ccc(F)cc1	i	2
CC1(C)CCC(=O)c2ccccc21	i	-1
c1ccc(C(Nc2cccnc2)c2ccccc2)cc1	i	3
NS(=O)(=O)c1cccc2c1c([N+](=O)[O-])cc1nc(O)c(O)nc12	i	-1
O=C(/C=C/c1cccc(Cl)c1)NNC(=O)c1ccncc1	i	2
CC(=O)C1CCC2C3CC=C4CC(SC(=N)N)CCC4(C)C3CCC12C (stereo not drawn)	-9.2*	-2
CC1CC(C)CN(C(=O)CN2C(=O)NC3(CCCCCC3)C2=O)C1 (stereo not drawn)	i	-1
Cc1cnc(NC(=O)CC2OC(=O)c3ccccc32)s1 (stereo not drawn)	i	1

Records above marked active in KCNK3 block.
compound	KCNK3 block	Dyrk1A ADPGlo
CC(=O)C1CCC2C3CC=C4CC(SC(=N)N)CCC4(C)C3CCC12C (stereo not drawn)	-9.2*	-2

The list continues:
compound	KCNK3 block	Dyrk1A ADPGlo
O=C(Cc1c[nH]c2ccccc12)N1CCN(S(=O)(=O)c2cccc(Cl)c2Cl)CC1	i	0
CCN(CC(=O)Nc1ccc(OC)cc1)C(=O)CSCc1ccc(C)cc1	i	9
COc1cc(S(=O)(=O)Nc2ccccc2C(=O)N2CCCCC2)ccc1NC(C)=O	i	6
CN(C(=O)c1cccc(NC(=O)Cc2ccc([N+](=O)[O-])cc2)c1)C1CC1	i	-3
COc1ccc(CCN2CC(C(=O)N(C)CC(=O)Nc3ccc(F)c(F)c3F)CC2=O)cc1OC (stereo not drawn)	i	-4
O=C(COC(=O)Cn1[nH]c(=O)c2ccccc2c1=O)NNC(=O)c1ccccc1	i	14
O=C1C(c2ccccc2)c2ccccc2N1Cc1ccccc1 (stereo not drawn)	i	0
NC(=O)NN=C1CCn2cccc21	i	-4
Cc1ccccc1-c1cc(C(=O)NCc2cccs2)nn1CC1CC(c2cccc([N+](=O)[O-])c2)=NO1 (stereo not drawn)	i	5
O=C(OCc1nnc(-c2ccc([N+](=O)[O-])cc2)o1)C1CCN(C(=O)c2ccc(F)cc2)CC1	i	-2
COc1cc(C)cc(C(=O)O)c1C1=C(O)c2cccc(O)c2C(=O)C1=O	i	-2
NS(=O)(=O)c1ccc(CCNC(=O)COC(=O)C2COc3ccccc3O2)cc1 (stereo not drawn)	i	3
COc1cc(OC)c(C(=O)OCC(=O)N2CCN(S(=O)(=O)c3ccc(C)cc3C)CC2)cc1OC	i	-1

A few values from above.
Result of COc1ccc(CCN2CC(C(=O)N(C)CC(=O)Nc3ccc(F)c(F)c3F)CC2=O)cc1OC (stereo not drawn) under Dyrk1A ADPGlo: -4
Result of COc1cc(OC)c(C(=O)OCC(=O)N2CCN(S(=O)(=O)c3ccc(C)cc3C)CC2)cc1OC under Dyrk1A ADPGlo: -1
Result of COc1cc(C)cc(C(=O)O)c1C1=C(O)c2cccc(O)c2C(=O)C1=O under Dyrk1A ADPGlo: -2
Result of O=C1C(c2ccccc2)c2ccccc2N1Cc1ccccc1 (stereo not drawn) under Dyrk1A ADPGlo: 0
Result of O=C(COC(=O)Cn1[nH]c(=O)c2ccccc2c1=O)NNC(=O)c1ccccc1 under Dyrk1A ADPGlo: 14
